Source: PubChem BioAssay (several laboratories)
LEDGF integ inh – blockers of LEDGF/p75-dependent integrase strand transfer – biochemical, TR-FRET, high throughput, primary screen; HIV-1 integrase (with human LEDGF/p75); TR-FRET IN-LEDGF/p75 DNA integration, Eu/Cy5; inhibition, % at 3.7 µM; actives 0.64% (n = 370,000);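 active = inhibition above the screen-wide mean plus 3 SD, cut at about 13% in these data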;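 also: signal is the Cy5 over europium emission ratio at 671 and 618 nm; 0% = plate median of compound wells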
mABHD4 FP – ABHD4 inhibitors, primary screen, biochemical, fluorescence polarization, mouse; purified mABHD4, FP-Rh probe fluorescence polarization; inhibition, % at 8.92 µM; actives 0.54% (n = 370,000); AID 720543, 2013;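 active = inhibition exceeding the mean over every tested compound plus 3 SD, cut at about 30% in these data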;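 also: 0% = plate median of compound wells and 100% = S159A mutant with DMSO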
Target sequence (Q8VD66 whole entry, looked up): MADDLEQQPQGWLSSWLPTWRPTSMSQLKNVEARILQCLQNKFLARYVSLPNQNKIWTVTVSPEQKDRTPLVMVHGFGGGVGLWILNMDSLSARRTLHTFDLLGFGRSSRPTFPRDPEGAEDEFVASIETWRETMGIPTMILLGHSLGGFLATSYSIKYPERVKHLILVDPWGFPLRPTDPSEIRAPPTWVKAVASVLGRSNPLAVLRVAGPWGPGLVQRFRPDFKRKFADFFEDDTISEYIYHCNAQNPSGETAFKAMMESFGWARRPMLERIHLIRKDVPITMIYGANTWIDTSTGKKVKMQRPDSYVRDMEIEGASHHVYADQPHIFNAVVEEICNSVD
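assay system = mABHD4 protein | compound dosing = single nominal dose of 8.92 µM, 0.89% DMSO final | read-out basis = percent inhibition of probe binding, normalized to plate controls | schedule = Enzyme–compound pre-incubation 45 min, then probe 60 min, both 25 °C | detection = fluorescence polarization, excitation 525 nm, emission 598 nm, BODIPY TMR filters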
SIAE inh – human SIAE inhibitors, primary screen, biochemical, fluorescence polarization, FP-Rh probe, 1536-well HTS; actives 0.69% (n = 370,000); inhibition, % at 9.66 µM; SIAE FP-Rh probe binding; Sialate O-acetylesterase (Homo sapiens), Q9HAT2;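 active = inhibition above a cutoff: mean of compounds within the control limits plus 3 SD of those, cut at about 17% in these data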;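 also: 0% = plate median of compound wells and 100% = probe without SIAE protein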
TCR-CD3 inh – inhibitors of human TCR-CD3 interaction, primary screen, biochemical, fluorescence, TAMRA-labeled TCR probe; inhibition, % at 9.4 µM; T-cell receptor (TCR); actives 0.37% (n = 360,000); in the data active = inhibition above about 19%;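 also: recombinant mutant TCR 2C K166C tagged with TAMRA read by polarization; 0% = receptor in buffer alone and 100% = receptor with positive control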
HTRA1 inhibitor – HTRA1 serine protease inhibitors, primary screen, biochemical, fluorescence polarization, HTS; actives 0.5% (n = 340,000); AID 504803, 2011; Q92743; recombinant HTRA1, FP-rhodamine activity-based probe; inhibition, % at 5.96 µM; in the data active = inhibition above about 36%;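 also: 0% = enzyme with DMSO and 100% = wells lacking enzyme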
Target sequence (Q92743 whole entry, looked up): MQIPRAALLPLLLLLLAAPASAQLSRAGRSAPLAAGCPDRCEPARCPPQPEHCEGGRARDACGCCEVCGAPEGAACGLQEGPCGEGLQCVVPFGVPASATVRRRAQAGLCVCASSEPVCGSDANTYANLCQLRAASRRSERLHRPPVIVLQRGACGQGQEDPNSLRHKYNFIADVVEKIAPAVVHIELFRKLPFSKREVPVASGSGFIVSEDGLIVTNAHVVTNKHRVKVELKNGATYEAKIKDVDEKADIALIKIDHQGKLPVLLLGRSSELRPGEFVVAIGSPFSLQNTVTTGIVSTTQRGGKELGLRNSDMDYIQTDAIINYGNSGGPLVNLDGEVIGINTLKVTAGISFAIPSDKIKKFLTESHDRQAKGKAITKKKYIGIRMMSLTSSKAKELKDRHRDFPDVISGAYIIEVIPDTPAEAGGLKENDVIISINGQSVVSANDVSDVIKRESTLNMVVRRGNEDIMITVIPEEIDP
PG9 binder – binders of HIV-1 gp120 antibody PG9, primary screen, biochemical, TR-FRET; HIV-1 gp120 / PG9 antibody interaction; TR-FRET gp120-PG9 antibody binding; inhibition, % at 6.7 µM; actives 0.43% (n = 360,000); AID 624416, 2012; in the data active = inhibition above about 8.5%
TDP2 inh – human TDP2 enzyme inhibitors, primary screen, biochemical, epi absorbance, recombinant enzyme; actives 0.34% (n = 370,000); Tyrosyl-DNA phosphodiesterase 2 (Homo sapiens), O95551; inhibition, % at 12.8 µM; T5PNP hydrolysis, p-nitrophenol absorbance 415 nm;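 active = inhibition above the mean of all tested compounds plus 3 SD, set per campaign, cut at about 25% in these data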;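 also: 0% = DMSO with enzyme and 100% = buffer with substrate but no TDP2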
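System – recombinant human TDP2 · Quantity – TDP2 enzyme at 120 nM final · Doses – single concentration, 12.8 µM nominal, with 1% DMSO · Incubation – 2 h at 37 °C · Measured by – epi absorbance of p-nitrophenol freed from T5PNP by hydrolysis · Read-out – % inhibition relative to enzyme-containing and enzyme-free wells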
PRMT1 inh – PRMT1 methyltransferase inhibitors, primary screen, biochemical, fluorescence polarization | inhibition, % at 2.79 µM | actives 1.3% (n = 370,000) | recombinant PRMT1, activity-based probe fluorescence polarization | AID 652257, 2013 | Protein arginine N-methyltransferase 1 (Homo sapiens), Q99873;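 active = inhibition above about 21% made by adding two undisclosed values, limit read from the data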
NR1D1 modulator – modulators of Rev-erb alpha DNA binding, primary screen, biochemical, FITC-DNA, fluorescence polarization, uHTS. Nuclear receptor subfamily 1 group D member 1 (Homo sapiens), P20393. Rev-erbα–FITC-DNA binding, 90 min. activity, % at 10 µM. actives 0.79% (n = 370,000);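 active = activity above about 14%, limit read from the data; passing the limit was not always enough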;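 also: 0% = DMSO wells with 35 nM protein and 100% = DMSO wells with 750 nM protein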
rCAG RNA binder – binders of r(CAG) RNA repeats, primary screen, biochemical, fluorescence | r(CAG) RNA repeat, TO-PRO-1 dye displacement fluorescence | inhibition, % at 3 µM | actives 1.3% (n = 370,000);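 active = inhibition above the plate cutoff, the mean of all test compounds on that plate plus 3 SD, cut at about 35% in these data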;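 also: 0% = DMSO alone and 100% = 100 µM mitoxantrone as full dye displacement; higher means more dye released from RNA so lower well fluorescence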
* marks the source's active call; other numbers are inactive results; . = not tested or not shown; & = joins results of further samples. An excerpt (hit frequency here may not be typical).

SMILES	LEDGF integ inh	mABHD4 FP	SIAE inh	TCR-CD3 inh	HTRA1 inhibitor	PG9 binder	TDP2 inh	PRMT1 inh	NR1D1 modulator	rCAG RNA binder
Cc1c(Cl)cccc1NC(CC(=O)c1ccccc1)C(=O)O (configuration not stated)	-2	6	-11	6	8	-1.0	-2	35*	-4	3
Cc1ccccc1OCC(=O)Nc1cccc(Cl)c1C	-1	3	-3	-1	6	-1.6	9	1	-1	-2
O=C(CSC1=NC2(CCCCCC2)N=C1c1ccccc1)Nc1ccc2c(c1)OCCO2	1	-10	-7	-2	-24	-0.8	-2	2	7	4
COc1ccc([N+](=O)[O-])cc1NC(=O)CSc1ncccn1	5	-2	0	6	.	-0.7	-6	-3	3	4
COCCCNC(=O)C[C@H]1C[C@H](C(=O)N(C(C)C)C(C)C)[C@@]2(C)c3[nH]c4cc(CCC(=O)N(C)C)ccc4c3CCN2C1=O	2	-2	10	2	6	0.8	-6	-5	-8	-2
COc1ccc(C(=O)N2CCc3cc(OC)c(OC)cc3C2c2ccc(OC)c(OC)c2)cc1 (configuration not stated)	3	-1	3	2	-5	-1.1	-2	1	4	-7
Cc1ccc(OCCn2c(CCNC(=O)C(C)C)nc3ccccc32)cc1	-1	1	-7	3	-2	-0.5	-10	-3	-1	-1
O=C(NCCc1nc2ccccc2[nH]1)/C(=C/c1ccco1)NC(=O)c1ccccc1Br	-1	5	5	-2	5	0.5	8	-3	1	3
COc1ccc(NC(=O)C(c2ccc(C(F)(F)F)cc2)n2c(=O)c(-c3ccco3)nc3ccccc32)cc1 (configuration not stated)	-4	-10	-21	-1	.	-1.3	-6	5	5	17
COc1ccc(-c2csc(Nc3ccccc3)[n+]2Cc2ccccc2)cc1	-5	8	2	-2	-4	0.1	7	6	-5	1
CCOc1cc(C)c(Cl)cc1S(=O)(=O)NC1CC(C)(C)NC(C)(C)C1	2	4	4	6	6	-1.5	3	-3	1	5
CCOC(=O)N1C/C(=C\c2ccccc2)C(=O)/C(=C/c2ccccc2)C1	-6	6	-1	-2	-9	-1.3	14	1	5	-1
COC(=O)c1cc2nc(-c3ccc(C)cc3)cc(C(F)(F)F)n2n1	1	0	1	7	-1	-0.3	-2	-5	1	-3
O=C(COC(=O)c1cn(-c2ccccc2)nc1-c1ccc(F)cc1)Nc1ncc(Cl)cc1Cl	0	7	-2	-1	-1	-0.4	-3	8	5	8
Cc1ccccc1CC1CCN(CCCNC(=O)Nc2ccccc2)CC1	2	8	5	-3	3	0.5	-4	-5	3	-3
O=c1ccc2ccccc2o1	0	-3	-6	6	0	-0.5	3	2	-1&-10	1
c1ccc2c(N3CCCCC3)ncnc2c1	1	-1	2	10	6	0.6	0	-2	-2	-3
COCCNc1nc2c(c(=O)n(C)c(=O)n2C)n1CCCc1ccccc1	-4	4	6	-6	1	-1.5	-2	1	0	-1
CCOc1ccccc1C(=O)Nc1cccc(-c2ccc3nncn3n2)c1	-4	5	-6	5	-11	-0.9	-10	0	1	4
COc1ccc(NC(=O)c2ccccc2OCc2c(C)noc2C)cc1OC	1	-4	4	4	-2	-1.0	-6	-3	5	-3
O=C(OCc1cn([C@H]2CN(C(=O)c3cccs3)[C@@H](c3ccc(Cl)cc3)C[C@@H]2O)nn1)c1ccccc1	-1	-16	-12	4	-35	0.2	9	0	2	6
CCOC(=O)CN(C(=O)CSc1nnc(COc2ccc(OC)cc2)n1C)c1ccccc1	0	2	2	-8	-3	0.6	12	0	-5	-7
O=C1c2ccccc2C(=O)N1CCCn1c(=O)oc2ccccc21	2	6	-5	4	2	-1.3	3	-1	-3	-2
CCOc1ccc(NC(=O)CN2CCc3ccccc3C2)cc1	-1	2	-5	6	6	0.1	9	-2	7	-5
O=C(Nc1cccc(-c2cccc(Cl)c2)c1)C1CCN(C2CCC2)CC1	-3	2	-5	-3	-1	1.0	-19	5	-1	4

No new results follow: 12 of the compounds above.
SMILES	LEDGF integ inh	mABHD4 FP	SIAE inh	TCR-CD3 inh	HTRA1 inhibitor	PG9 binder	TDP2 inh	PRMT1 inh	NR1D1 modulator	rCAG RNA binder
O=C(COC(=O)c1cn(-c2ccccc2)nc1-c1ccc(F)cc1)Nc1ncc(Cl)cc1Cl	0	7	-2	-1	-1	-0.4	-3	8	5	8
Cc1ccccc1CC1CCN(CCCNC(=O)Nc2ccccc2)CC1	2	8	5	-3	3	0.5	-4	-5	3	-3
O=c1ccc2ccccc2o1	0	-3	-6	6	0	-0.5	3	2	-1&-10	1
c1ccc2c(N3CCCCC3)ncnc2c1	1	-1	2	10	6	0.6	0	-2	-2	-3
COCCNc1nc2c(c(=O)n(C)c(=O)n2C)n1CCCc1ccccc1	-4	4	6	-6	1	-1.5	-2	1	0	-1
CCOc1ccccc1C(=O)Nc1cccc(-c2ccc3nncn3n2)c1	-4	5	-6	5	-11	-0.9	-10	0	1	4
COc1ccc(NC(=O)c2ccccc2OCc2c(C)noc2C)cc1OC	1	-4	4	4	-2	-1.0	-6	-3	5	-3
O=C(OCc1cn([C@H]2CN(C(=O)c3cccs3)[C@@H](c3ccc(Cl)cc3)C[C@@H]2O)nn1)c1ccccc1	-1	-16	-12	4	-35	0.2	9	0	2	6
CCOC(=O)CN(C(=O)CSc1nnc(COc2ccc(OC)cc2)n1C)c1ccccc1	0	2	2	-8	-3	0.6	12	0	-5	-7
O=C1c2ccccc2C(=O)N1CCCn1c(=O)oc2ccccc21	2	6	-5	4	2	-1.3	3	-1	-3	-2
CCOc1ccc(NC(=O)CN2CCc3ccccc3C2)cc1	-1	2	-5	6	6	0.1	9	-2	7	-5
O=C(Nc1cccc(-c2cccc(Cl)c2)c1)C1CCN(C2CCC2)CC1	-3	2	-5	-3	-1	1.0	-19	5	-1	4

(further entries)
SMILES	LEDGF integ inh	mABHD4 FP	SIAE inh	TCR-CD3 inh	HTRA1 inhibitor	PG9 binder	TDP2 inh	PRMT1 inh	NR1D1 modulator	rCAG RNA binder
Cc1noc(C)c1COc1ccc(C(=O)OCC(=O)N2c3ccccc3NC(=O)C2(C)C)cc1	2	-5	-1	-3	-4	1.3	-11	2	0	9
COc1ccc(OCCNC(=O)CCCO)cc1	0	-5	-1	-5	5	-3.4	6	-6	-1	0
CCCS(=O)(=O)N1CCC(C(=O)NC2CCCCC2C)CC1 (configuration not stated)	0	-1	1	-1	-2	-0.6	0	-1	0	-1
CCCOc1ccccc1/C=C1/C(=O)ON=C1C	3	8	0	1	7	-3.9	1	-1	11	-3
Cc1ccc(C)c(N2CCN(C(=O)c3cc4ccccc4oc3=O)CC2)c1	-3	-1	-2	5	-6	1.6	-6	0	-2	1
O=C(CSc1nnc(-c2cccs2)o1)N1CCc2ccccc21	-1	-1	6	4	-7	0.3	1	-1	6	0
Cc1cs/c(=N\N=C2CCCCC2)n1Cc1ccco1	-5	24	0	2	-3	-1.6	-8	2	0	-3
Cc1ccc(NC(=O)c2ccccc2[N+](=O)[O-])nc1	3	-1	4	5	1	-0.5	1	-2	-1	-1
Cn1c(SCC(=O)CC(=O)Nc2ccccc2)nnc1-c1ccc(O)cc1	0	-8	-1	-4	-6	-0.8	6	2	-3	14
Cc1cc2nnc(SCC(=O)NCc3ccco3)n2c2ccccc12	-4	4	-1	-2	10	-1.8	-5	4	0	1
Cc1[nH]n(-c2ccccc2)c(=O)c1C=Nc1ccc(S(=O)(=O)Nc2nccs2)cc1	-2	3	-2	6	1	-1.9	13	4	1	43*
Cc1ccc(NC(=O)C2Cc3ccccc3C(=O)O2)cc1 (configuration not stated)	-7	-3	-8	0	3	0.4	-12	6	4	-3
COc1ccc2nc(/N=C/c3c(C)[nH]n(-c4ccc(C)cc4)c3=O)sc2c1	1	4	0	6	9	-1.3	31*	0	-4	8
Cc1sc2nc(-c3ccccn3)[nH]c(=O)c2c1-c1ccccc1	2	6	-5	-6	-5	-1.2	1	0	4	-5
CCOC(=O)Cn1ncc(-c2ccccc2)c1N	-1	1	2	-4	4	0.5	-1	0	-5	-1
COCCNC(=O)CSc1ccccc1C(=O)NC1CCCc2ccccc21 (configuration not stated)	1	-3	-4	7	5	-0.5	4	4	1	0
C/C(=C/c1nc(N)n(Cc2ccccc2)c1Cc1ccccc1)Cn1[nH]c(=O)n(-c2ccccc2)c1=O	1	-4	8	.	.	.	0	1	0	10
CCN(Cc1ccccc1)C(=O)Cn1c(C(C)O)nc2ccccc21 (configuration not stated)	4	-6	-8	-7	-2	-1.3	-12	-2	0	0
COc1ccccc1CNC(=O)C(NS(=O)(=O)c1ccc2c(c1)oc(=O)n2C)C(C)C (configuration not stated)	4	3	9	-1	-7	0.6	2	0	-5	2
CC(C)(C)CN1C(=O)C(=O)NC[C@H]1Cc1cccc2ccccc12	0	-6	-2	6	-6	0.9	-18	1	0	6
COc1ccc(C(CC(=O)O)NC(=O)OC(C)(C)C)cc1 (configuration not stated)	0	0	-2	-3	-2	-0.5	-5	-2	-2	-2
Cc1ccc(Nc2nc(N)nc(CCl)n2)c(C)c1	-6	1	0	-11	2	0.3	4	1	1	-2
CCCc1nc(SCC(=O)N2CCC(Cc3ccccc3)CC2)c2c(=O)n(C)c(=O)n(C)c2n1	-2	7	-2	-4	-2	-0.5	7	5	-8	1
O=C(NCc1ccco1)C1CCN(S(=O)(=O)c2ccc(-n3cnnn3)cc2)CC1	-1	9	-4	-5	5	-0.5	-5	0	3	2
CC1Oc2ccccc2N(CC(=O)NC2CCCCC2)C1=O (configuration not stated)	1	0	3	-4	-1	0.6	11	-4	3	0
